KDM5B inh: blocks human KDM5B histone demethylase activity | Q9UGL1 | KDM5B demethylase, FDH-coupled NADH fluorescence (FDH is formaldehyde dehydrogenase) | Potency, µM (doses to about 57.7 µM), without a hit: at the top dose activity change, negative = inhibition, usual class: inhibitors | 2.6% of 220,000 active | AID 1347165; active = well fitted inhibition curve with a large enough effect; inconclusive = small, poorly fitted or top-dose-only effect; inactive = no such curve, though single readings can be large or run the other way; also: 0% is about no effect; nearly all actives have a fitted effect of over 70% in size
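KDM5BΔAP (200 nM final) in 50 mM HEPES pH 7.5, 0.01% Tween-20 was preincubated 10 min at RT with compound over a concentration range. Substrate mix (H3K4me3 12.5 µM, α-KG 25 µM, Fe²⁺, ascorbate, NAD⁺, FDH) was added, and NADH fluorescence change over 30 min gave dose-response curves.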
Active calls of the source: *; i = inactive; ? = inconclusive; & = joins results of further samples; [ ] = another dose, or the depositor's remark. Potency is read from the fitted curve at half-maximal effect. Only part of the results is shown; the hit share may differ from the screen's.

SMILES	KDM5B inh
COc1cccc(OC)c1OCc1cc(-c2ccco2)on1	-8%
CC(C)c1noc(-c2cccn3c(CNC(=O)C(C)c4ccccc4)nnc23)n1 (stereo not drawn)	14µM*
CCN(CC)C(=O)CSc1nc(N2CCCC2)c2c(c1C#N)CCCC2	33%
CCn1cc([N+](=O)[O-])c(C(=O)N2CCCc3ccccc32)n1	18%
CC(C)(C)c1csc(NC(=O)c2cccnc2Cl)n1	-6%
O=c1c2c(n(Cc3cccnc3)n1CCc1ccccc1)CN(CC1CCOC1)CC2 (stereo not drawn)	35µM*
COc1ccccc1NC(=O)Cn1nc2c3cc(F)ccc3n(Cc3cccc(C)c3)cc-2c1=O	6%
COc1ncccc1-c1ncc2c(n1)OCCN(c1ccccc1)C2=O	7%[86.2 µM]
COc1cncc(Nc2cnc3ccc(-c4ccc(OC)nc4)nn23)c1	?
COC(=O)c1cc(Nc2cc(C)c3ccc(O)cc3n2)cc(C(=O)OC)c1	?
COc1ccc2oc(C(=O)OCC(=O)Nc3ccc(C(=O)N(C)C)cc3)c(C)c2c1	?
Cc1ccc(C(=O)N2CCC(n3cc(-c4nc(C)no4)nn3)C2)c(C)c1 (stereo not drawn)	-12%
CC(C)NC(=O)N1CCN(c2ccc(C=O)cc2)C(=O)C1	-1%[149 µM]
CCOC(=O)C1CCN(C(=O)Cn2c(=O)oc3cc(S(=O)(=O)N4CCC(C)CC4)ccc32)CC1	-14%
CCOC(=O)c1c(C)c(-c2ccccc2)n(CC(=O)Nc2cc(OC)cc(OC)c2)c1C	?
CCOC(=O)c1c(NC(=S)NCc2ccccc2)sc2c1CCN(C(=O)OCC)C2	-23%
COCCCn1c(=O)c2sccc2n2c(CCCC(=O)Nc3cc(C)cc(C)c3)nnc12	-16%
Cc1cc(Nc2cccc([N+](=O)[O-])c2)c2cccc(C)c2n1	17%&-7%
Cc1ccc2sc(N3CCN(C(=O)CCS(=O)(=O)c4ccc(F)cc4)CC3)nc2c1C	?
CC(=O)Nc1ccc(NC(=O)C(C)OC(=O)c2cccc3c(=O)c(C)c(-c4ccccc4)oc23)cc1 (stereo not drawn)	6%
COc1ccc(C2OCC3(COC(C)=O)C(C)C=C(C)C2C3C)cc1 (stereo not drawn)	-15%
CC(=O)N1CCc2nc(-c3ccc(Cl)cc3)nc(-c3ccccc3)c2C1	-8%
O=[S+]1([O-])NCC2(CCCN(Cc3ccccc3)C2)Nc2ccccc21 (stereo not drawn)	9%
COc1ccc(CC(=O)N2CC[C@@H](CC(=O)O)[C@@H](CCN(C)CCN(C)C)C2)cc1	-24%[86.2 µM]
COc1ccc(OC)c(CN2C[C@H]3[C@H](C2)[S+](=O)([O-])C(C)(C)C(=O)N3CC2CCOCC2)c1	15%
NCC(=O)N1CCC2(CC1)CN(C(=O)Cc1ccc(Cl)cc1)CCO2	12%[115 µM]
CCn1nccc1C(=O)N1CCC(N2C(=O)C(OC)C23CCOCC3)CC1 (stereo not drawn)	-22%
CN1CC2(CCN(Cc3cccs3)CC2)CC(c2ccccc2)C1=O (stereo not drawn)	?
COc1ccc(OCCN2CCN(C(=O)c3ccc(OC)c(OC)c3)CC2)cc1	2%
O=C(CN1C(=O)NC(c2ccccc2Cl)C2=C1COC2=O)Nc1cc(F)cc(F)c1 (stereo not drawn)	-9%
Fc1c(F)c(C(F)(F)F)c(F)c(F)c1Sc1cccc2cccnc12	20%
Cn1ccnc1C(NC(=O)Cc1n[nH]c(=O)c2ccccc12)c1ccccc1 (stereo not drawn)	9%
N#Cc1cccnc1NCCNC(=O)Nc1ccccn1	?
COc1ccccc1NC(=O)c1sc2nc(C)cc(C)c2c1N	?
CN(CC(=O)Nc1ccc(F)cc1)C(=O)c1cccc(S(=O)(=O)NCC2CCCO2)c1 (stereo not drawn)	13%
COc1cccc(Cc2nc(-c3nnn4c3COC(c3ccc(Cl)cc3)C4)no2)c1 (stereo not drawn)	-8%
COC(=O)c1ccccc1NC(=O)CSc1nncn1-c1cccnc1	-15%
O=c1cc(CN2CCN(S(=O)(=O)c3ccc(Cl)cc3)CC2)nc2sc(-c3ccccc3F)nn12	-18%
COc1ccc(CNC(=O)Cn2c(=O)ccc3cc(S(=O)(=O)N4CCCC4)ccc32)cc1	-19%
COc1ccc(-c2cn3c(n2)CO[C@@H](CNCc2nccn2C)C3)cc1	7%[86.2 µM]
O=C(c1c[nH]c2ccccc12)N1CCC2(CC1)CN(c1ccncn1)CC2CO (stereo not drawn)	6%
COC(=O)c1c(C)nc(C)c(C(=O)OC)c1-c1ccc(OC)cc1	14%
CCOC(=O)c1ccc(NC(=O)Nc2cccc(OCc3cc(=O)n4ccc(C)cc4n3)c2)cc1	-20%
COc1cccc(CN2CC[C@H](c3nc4ccccc4s3)C2)c1	?
CCC1c2nccn2CCCN1C(=O)COc1ccc(Cl)cc1C (stereo not drawn)	-2%
CCOc1ccc2nc(Nc3ncc4c(n3)CCCC4=O)nc(C)c2c1	22%
COCCn1nc2n(c1=O)CCN(C(=O)Cc1c[nH]c3ccccc13)CC2	-11%
O=C(CCSc1nc(-c2ccco2)cc(C(F)(F)F)n1)Nc1cccc(O)c1	?
O=c1c2c(n3cnnc3n1-c1ccccc1)-c1ccccc1CC21CCCCC1	8%
Cc1ccc(SCCC(=O)OC(C)C(=O)Nc2ccc(C(N)=O)cc2)cc1 (stereo not drawn)	-11%

(more compounds)
SMILES	KDM5B inh
CCCC(C)NC(=O)c1cccc(C#N)c1 (stereo not drawn)	13%
O=C(CCc1nc2ccccc2s1)NC1CC1	1%
N#Cc1cccc(C(=O)NCCSC(F)(F)F)c1	-12%
Cc1ccc(/C=C/C(=O)c2ccccc2)o1	?
COc1ccccc1NC(=O)CC1C(=O)Nc2ccccc2N1C(=O)c1ccc(C)cc1 (stereo not drawn)	-14%
COc1ccc(-c2nc(C)c(C(=O)N3CCN(C(C#N)c4ccc(F)cc4)CC3)s2)cc1 (stereo not drawn)	?
CCCCN(CC)CCNC(=O)c1cc2c(-c3ccc(Cl)cc3)nn(C)c2s1	?
COC(=O)C1C2CCC(C2)C1C(=O)OCC(=O)c1ccc(-c2ccccc2)cc1 (stereo not drawn)	-3%
CCOC(=O)C1CCCN(c2nc3c(S(=O)(=O)c4ccc(CC)cc4)nnn3c3ccsc23)C1 (stereo not drawn)	-20%
Cc1ccc(CN2CCc3nc(C(=O)NCc4ccccc4)oc3CC2)o1	-6%[86.2 µM]
CC1Oc2ccccc2N(Cc2ccc(F)cc2)C1=O (stereo not drawn)	30%
O=C(CCc1nc(C2CCCN2C(=O)CC2CCCC2)no1)NCc1ccccc1 (stereo not drawn)	-10%
CCN(CC)c1ccc(CN(C(=O)c2cc(=O)c3ccccc3o2)C2CCS(=O)(=O)C2)cc1 (stereo not drawn)	-7%
COc1ccc(NC(=O)c2sc3nc4c(c(-c5ccc(OC)cc5)c3c2N)C(=O)CC(C)(C)C4)cc1	-1%
CC1CCCC(C(=O)O)N1 (stereo not drawn)	24%
O=C(O)C(Cc1ccc(Cl)cc1)Sc1nc2ccccc2[nH]1 (stereo not drawn)	-35%
COc1ccc(OCCCCn2c(-c3ccc(Cl)cc3)nc3ccccc3c2=O)cc1	5%
O=C(c1ccc2[nH]ccc2c1)N1C[C@@H](CO)[C@H](c2nc(C3CC3)no2)C1	-5%
CCCCC12CN3CC(C)(CN(C1)C3c1ccc([N+](=O)[O-])o1)C2=O (stereo not drawn)	-3%
COc1ccc2oc(-c3ccc(C)c(NC(=O)c4sc5ccccc5c4Cl)c3)nc2c1	-28%
CCN(Cc1noc(C)n1)C(=O)C1CCC(=O)N(Cc2cccc(F)c2)C1 (stereo not drawn)	-6%
Cc1ccc2cc(-c3ccccc3)[nH]c2c1	i
OC1CCN(c2cc(C(F)(F)F)nc3ccccc23)CC1	4%
COCC(=O)Nc1ccc(-c2noc([C@@H]3CCCN3C)n2)cn1	3%[86.2 µM]
CCc1nncn1C1CCN(C(=O)c2cc(-c3cccs3)[nH]n2)C1 (stereo not drawn)	?
CCN1C(=O)C2CC3(CCN(C(=O)c4cc5ccccc5[nH]4)CC3)CN2C1=O (stereo not drawn)	-18%
COc1cccc(CNC(C)c2ccccc2)c1 (stereo not drawn)	22%
CCOc1ccc(C2N3CC4(C(C)C)CN2CC(C(C)C)(C3)C4=O)cc1OC (stereo not drawn)	-8%
C/C(=N/NC(=S)Nc1ccc(SC(F)F)cc1)c1cccc(C(F)(F)F)c1	?
CCN(C(=O)CSc1nc2ccccc2c2nc(CCn3c(C)nc4ccccc43)nn12)c1cccc(C)c1	-2%
O=C(Cc1ccc(NC(=O)N2CCCCc3ccccc32)cc1)Nc1ccccc1Br	-27%
Cc1ccc(C)c(N2CCN(C(=O)c3cn(CC(C)C)c(=O)c4c3c3ccccc3n4C)CC2)c1	-27%
COc1ccc(-n2c(-c3ccccc3F)nc3c(cnn3-c3ccc(C)cc3)c2=O)cc1	-1%
Cc1nc2c(cnn2C(C)C)cc1C(=O)N(C)Cc1ccc(F)cc1	6%
COc1ccccc1NC(=O)CC1CCCN(c2cnn(C)c(=O)c2)C1 (stereo not drawn)	7%
COc1ccc(-c2cn3c(n2)CO[C@@H](CNS(=O)(=O)c2ccc(C)cc2)C3)cc1	-33%[86.2 µM]
COc1cccc(NC(=O)C2CCN(c3cn[nH]c(=O)c3)C2)c1 (stereo not drawn)	-18%
COc1ccccc1-c1nnc2sc(-c3cnccn3)nn12	1%
CCc1cc(=O)oc2c(C)c(OC(C)C(=O)NC3CC(C)(C)NC(C)(C)C3)ccc12 (stereo not drawn)	?
CO[C@H]1C(=O)N(C(C)C)[C@H]1C1CCN(C(=O)c2ccco2)CC1	8%
Cc1ccc(C(=O)Nc2nnc(C3=COCCO3)o2)cc1C	?
Cc1ccc(-c2nnc(CCC(=O)Nc3cccc(S(=O)(=O)NC4CC4)c3)o2)cc1	16%
O=C(NCc1ccccc1)NC(c1ccccc1)c1cccs1 (stereo not drawn)	4%
O=C(NCc1cccs1)[C@@H]1C[C@@H](O)[C@H](O)[C@@H]2NC(=S)N(c3ccc(OC(F)(F)F)cc3)[C@@H]21	-15%
CCOc1cc(S(=O)(=O)NC2CC(C)(C)NC(C)(C)C2)c(OCC)cc1C	11%
Cc1cccc(N(C)C(=O)Cc2nn(C)c(=O)c3ccccc23)c1C	?
CCCNC(=O)NC(=O)COC(=O)c1sccc1C	1%
COc1ccc(CCNC(=O)Cn2c(C)cc3nc4n(c(=O)c32)CCCCC4)cc1OC	-21%
CCc1cccc(NC(=O)C(Cc2ccccc2)NS(=O)(=O)c2ccc3c(c2)oc(=O)n3C)c1 (stereo not drawn)	10%
COc1ccc(C2NC3=NCN(Cc4cccnc4)CN3c3nc4ccccc4n32)cc1OC (stereo not drawn)	16%

Taken from the entries so far (15 entries):
SMILES	KDM5B inh
COc1ccc(-n2c(-c3ccccc3F)nc3c(cnn3-c3ccc(C)cc3)c2=O)cc1	-1%
Cc1nc2c(cnn2C(C)C)cc1C(=O)N(C)Cc1ccc(F)cc1	6%
COc1ccccc1NC(=O)CC1CCCN(c2cnn(C)c(=O)c2)C1 (stereo not drawn)	7%
COc1ccc(-c2cn3c(n2)CO[C@@H](CNS(=O)(=O)c2ccc(C)cc2)C3)cc1	-33%[86.2 µM]
COc1cccc(NC(=O)C2CCN(c3cn[nH]c(=O)c3)C2)c1 (stereo not drawn)	-18%
COc1ccccc1-c1nnc2sc(-c3cnccn3)nn12	1%
CCc1cc(=O)oc2c(C)c(OC(C)C(=O)NC3CC(C)(C)NC(C)(C)C3)ccc12 (stereo not drawn)	?
CO[C@H]1C(=O)N(C(C)C)[C@H]1C1CCN(C(=O)c2ccco2)CC1	8%
Cc1ccc(C(=O)Nc2nnc(C3=COCCO3)o2)cc1C	?
Cc1ccc(-c2nnc(CCC(=O)Nc3cccc(S(=O)(=O)NC4CC4)c3)o2)cc1	16%
O=C(NCc1ccccc1)NC(c1ccccc1)c1cccs1 (stereo not drawn)	4%
O=C(NCc1cccs1)[C@@H]1C[C@@H](O)[C@H](O)[C@@H]2NC(=S)N(c3ccc(OC(F)(F)F)cc3)[C@@H]21	-15%
CCOc1cc(S(=O)(=O)NC2CC(C)(C)NC(C)(C)C2)c(OCC)cc1C	11%
Cc1cccc(N(C)C(=O)Cc2nn(C)c(=O)c3ccccc23)c1C	?
CCCNC(=O)NC(=O)COC(=O)c1sccc1C	1%

The list continues.
SMILES	KDM5B inh
N#Cc1ccccc1OCc1nnc(C(=O)N2CCC[C@@H]2c2nc3ccccc3[nH]2)n1-c1ccccc1	-13%
COc1ccc(OC)c(NC(=O)Cn2ccc3ccc(Cl)cc32)c1	9%
CCC1Oc2ccc(NC(=O)c3ccc4c(c3)OCO4)cc2CN(Cc2ccccc2)C1=O (stereo not drawn)	?
CC(C)C(=O)Nc1nc2ccc(CCC(=O)N3CCN(c4ccc(Cl)cc4)CC3)cc2s1	24%
CCCN(CC(F)(F)F)C(=O)c1ccc(NC(=O)NC(C)C)cc1	-11%
CC1=C(C(=O)Nc2ccccc2)C(C(C)C)n2nc(SCc3ccccc3C)nc2N1 (stereo not drawn)	?
Cc1cc2nc(CO[C@H]3CN(C)C[C@H]3F)[nH]c2cc1C	-31%[115 µM]
O=C1CN(Cc2cccc(-c3cccs3)c2)CCN1c1ccc(Cl)nn1	6%
Cc1ccc(CC(=O)NCc2ccnc(Oc3ccccc3)c2)cc1	18%
C#CCN(C)C(=O)[C@@H]1CCCN1C1(C(=O)NC)CCCCC1	-10%[86.2 µM]

Screening data from PubChem.
